KCNH2 WT inh – qHTS for Inhibitors of KCHN2 3.1: Wildtype qHTS | Voltage-gated inwardly rectifying potassium channel KCNH2 (Homo sapiens), Q12809 | activity change, % at 1.84 µM | hit rate 0.37% among 340,000 | U2OS, BacMam KCNH2, thallium flux FluxOr; hits give low values | AID 720551, 2013;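 active means maximum activity change below -70%; inconclusive means maximum activity change between -70% and -50%; inactive means maximum activity change above -50%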
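U2OS cells were transduced with wild-type KCNH2 virus (2.03 x 10^8 / mL) for 4 h at room temperature, then cultured overnight at 37 C. Thallium flux was read with FluxOr dye. Rate constants were normalized to DMSO controls.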
Eya2 phos inh – qHTS Assay for Inhibitors of the Phosphatase Activity of Eya2; Protein phosphatase EYA2 (Homo sapiens), O00167; recombinant Eya2, OMFP fluorescence dephosphorylation (OMFP is methylfluorescein phosphate); Potency, µM (doses to about 76.9 µM), inactives show top-dose activity, negative = inhibition, most hits filed as inhibitors; hit rate 0.006% among 330,000; AID 488837, 2010; further: potency means the concentration at half of the fitted maximal effect
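Eya2 (0.2 uM) preincubated 10 min at ambient with compound, then OMFP substrate added at 50 uM; 10 min reaction in 50 mM HEPES pH 7.5, 50 mM NaCl, 5 uM MgCl2, 0.05% BSA, 1 mM DTT. Fluorescence read at Ex 485/Em 525 nm.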
B2AR arrestin – qHTS assay of beta-arrestin-biased ligands of beta2-adrenergic receptor. Beta-2 adrenergic receptor (Homo sapiens), P07550. beta-arrestin recruitment to beta2AR, cell-based reporter. Potency, µM (titrated, usually from 46.1 µM), inactives show top-dose activation, most hits filed as activators. hit rate 0.02% among 330,000. AID 492947, 2010;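 further: potency means the concentration at half of the fitted maximal effect; 0% = DMSO controls and full agonism = EC100 isoproterenol or metaproterenol; nearly all actives have a fitted effect of over 65% in size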
Target sequence (P07550 whole entry, looked up): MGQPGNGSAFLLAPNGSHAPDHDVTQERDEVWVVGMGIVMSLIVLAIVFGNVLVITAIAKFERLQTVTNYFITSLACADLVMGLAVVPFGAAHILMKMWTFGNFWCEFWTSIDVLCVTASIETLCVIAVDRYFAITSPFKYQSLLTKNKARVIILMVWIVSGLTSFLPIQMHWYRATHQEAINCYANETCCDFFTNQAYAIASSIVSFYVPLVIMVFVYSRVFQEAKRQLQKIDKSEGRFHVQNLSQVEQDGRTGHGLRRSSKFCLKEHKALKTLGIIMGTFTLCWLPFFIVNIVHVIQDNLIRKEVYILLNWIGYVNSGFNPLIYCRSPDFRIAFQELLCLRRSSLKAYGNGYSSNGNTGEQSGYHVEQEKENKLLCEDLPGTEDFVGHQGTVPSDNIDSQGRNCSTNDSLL
KCNH2 3.1 inh – qHTS for Inhibitors of KCHN2 3.1: Mutant qHTS; U2OS KCNH2 3.1, thallium flux FluxOr; hits give low values; activity change, % (tested at about 1.8 µM); hit rate 0.95% among 340,000; Potassium voltage-gated channel subfamily H member 2, brain isoform KCNH2 3.1 (human); AID 720553, 2013;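 active means maximum activity change below -70%; inconclusive means maximum activity change from -70% to -50%; inactive means maximum activity change above -50%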;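 further: thallium influx rate constant from kinetic fluorescence after stimulation buffer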
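Steps: virus added to U2OS suspension (4 h, RT, dark); medium with 10% FBS added, cells plated, 37 C overnight; FluxOr/Red40 loading buffer 45 min RT; stimulation buffer, 2 min kinetic read; rate constant normalized.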
PKM2 activator – qHTS Assay for Activators of Human Muscle isoform 2 Pyruvate Kinase; hit rate 0.34% among 260,000; Potency, µM (top dose mostly 57.5 µM), without a hit: top-dose activation, actives largely listed as activators; purified PKM2, Kinase-Glo ATP luminescence, activation; response scale: 0% is enzyme alone, no compound; Pyruvate kinase PKM (Homo sapiens), P14618; further: potency means the concentration at half of the fitted maximal effect; nearly all actives have a fitted effect of over 55% in size
Target sequence (P14618 whole entry, looked up, canonical isoform): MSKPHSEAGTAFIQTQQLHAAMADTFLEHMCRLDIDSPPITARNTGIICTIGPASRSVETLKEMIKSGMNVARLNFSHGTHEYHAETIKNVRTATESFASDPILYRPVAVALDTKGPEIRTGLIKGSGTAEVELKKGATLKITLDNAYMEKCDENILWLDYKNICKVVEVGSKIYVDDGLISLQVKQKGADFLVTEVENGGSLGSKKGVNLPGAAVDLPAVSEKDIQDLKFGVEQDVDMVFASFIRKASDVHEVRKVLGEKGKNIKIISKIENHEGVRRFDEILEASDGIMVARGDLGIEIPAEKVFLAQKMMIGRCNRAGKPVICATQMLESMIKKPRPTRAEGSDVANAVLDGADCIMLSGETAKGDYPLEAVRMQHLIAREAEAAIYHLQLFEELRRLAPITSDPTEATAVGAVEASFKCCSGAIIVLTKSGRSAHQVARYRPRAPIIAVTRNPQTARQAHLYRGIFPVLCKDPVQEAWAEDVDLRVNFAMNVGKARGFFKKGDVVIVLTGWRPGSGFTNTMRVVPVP
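Purified hPK-M2 (>95%) run at intermediate activity with 0.1 mM ADP and 0.5 mM PEP in 50 mM imidazole pH 7.2, KCl, MgCl2; 1 h room temperature. ATP formed read by Kinase-Glo luminescence; normalized to uninhibited and no-enzyme controls.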
FBPA coupling cs – qHTS Assay for Inhibitors of Fructose-1,6-bisphosphate Aldolase from Giardia Lamblia: Coupling assay counterscreen. hit rate 0.67% among 290,000. AID 2472, 2010. activity change, negative = inhibition, % at 58.2 µM, hits read low. coupling enzyme system counterscreen, AmpLite Red fluorescence; in the data active means activity change below about -30%
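Fluorescence at 525 nm excitation and 598 nm emission measured inhibition of the coupled detection system without aldolase. Compounds (at 57.5 uM final) were preincubated 10 min at room temperature with coupling enzyme reagent before a 20 min substrate/AmpLite Red step.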
BCR signal inh – qHTS Assay to Find Inhibitors of Chronic Active B-Cell Receptor Signaling; ABC-DLBCL IkBa-CBG/CBR reporter, luminescence ratio, 4 h; Potency, µM (titrated, usually from 46.1 µM), for inactives: at the top dose ratio change, negative = lower green/red ratio, hits mostly inhibitors; hit rate 0.05% among 340,000; AID 493014, 2011; active means well fitted inhibition curve with a large enough effect in the signal ratio, with a control signal flat, not every such curve was filed as active; inconclusive means small, poorly fitted or top-dose-only effect, or effect the other way, or a change in a side signal; the % refers to the signal ratio;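 further: potency means the concentration at half of the fitted maximal effect; plate controls were basal doxycycline-induced cells for no effect and cells given 10 µM MG132 for full effect; MG132 reads +100%, hits lower the ratio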
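TMD8 human ABC-DLBCL cells with doxycycline-inducible IκBα–green luciferase fusion and unfused red luciferase, in 0.5% FBS medium; compounds up to 46 uM, 4 h at 37C. Green/red luminescence ratio, filter-overlap corrected, fitted to concentration-response curves.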
uPA generation – qHTS for Inhibitors of Cell Surface uPA Generation; cell surface uPA generation assay, qHTS; Potency, µM (titrated, usually from 38.3 µM), inactives show at the top dose activity change, negative = inhibition, actives largely listed as inhibitors; hit rate 0.31% among 330,000; active means well fitted inhibition curve with a large enough effect; inconclusive means small, poorly fitted or top-dose-only effect; inactive means no such curve, though single readings can be large or run the other way; tested in mouse RAW 264.7 cells; further: potency means the concentration at half of the fitted maximal effect; nearly all actives have a fitted effect of over 55% in size
Giardia kill – Small Molecules that selectively kill Giardia lamblia: qHTS. Giardia lamblia trophozoite viability. AID 540267, 2011. hit rate 0.15% among 340,000. activity change, % at 7.66 µM, hits read low; in the data active means activity change below about -80%; inconclusive means between about -30% and that limit;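 further: parasites exposed to compound for two days anaerobically before the ATP read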
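Giardia trophozoites, 100 cells per well, were exposed to compounds for 48 hrs at 37 deg C under anaerobic conditions; viability was then read as ATP content by bioluminescence after 15-30 min at room temperature.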
GALK inhibitor – qHTS Assay for Inhibitors of Human Galactokinase (GALK) | Purified GALK, Kinase-Glo residual ATP luminescence | Potency, µM (top dose mostly 57.5 µM), for the others: at the highest dose activity change, negative = inhibition, most hits filed as inhibitors | hit rate 0.007% among 270,000 | AID 1868, 2009; further: potency means the concentration at half of the fitted maximal effect
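Human GALK (5 nM) with 35 uM ATP and 100 uM galactose in 20 mM HEPES pH 8.0, 5 mM MgCl2, 60 mM NaCl, 1 mM DTT, 0.01% BSA. After 1 h at room temperature, leftover ATP was read by Kinase-Glo Plus luminescence.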
USP2a block – qHTS Assay for Inhibitors of Ubiquitin-specific Protease USP2a Using CHOP2 as the Reporter. Ubiquitin carboxyl-terminal hydrolase 2 (Homo sapiens), O75604. USP2 core, Ub-CHOP2 coupled fluorogenic reporter, 485/531. Potency, µM (highest dose often 38.3 µM), inactives show top-dose activity change, negative = inhibition, actives largely listed as inhibitors. hit rate 0.01% among 330,000;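 further: potency means the concentration at half of the fitted maximal effect; plate controls were DMSO wells for no effect and full inhibition by NEM control for full effect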
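USP2 core (10nM final) preincubated 30min RT with compound in 20mM Tris-HCl pH 8.0, 2mM CaCl2, 2mM beta-mercaptoethanol, 0.05% CHAPS; 25nM Ub-CHOP2 plus 25nM reporter substrate added, fluorescence (Ex485/Em531) read after 60min.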
An asterisk follows results filed as active; i = inactive; ? = inconclusive; . = not tested or not shown. Unless noted, the call rests on the fitted dose curve; in most records, active means well fitted curve in the direction sought with a large enough effect; inconclusive means small, poorly fitted or top-dose-only effect, or another doubt; inactive means no such curve, though single readings can be large; an effect the other way counts as inactive or inconclusive. Unless noted, on the % scale 0 is the no-effect control and ±100 the full control effect. Rows were taken by chance; overall some 2.4% were active at least once.

Molecule	KCNH2 WT inh	Eya2 phos inh	B2AR arrestin	KCNH2 3.1 inh	PKM2 activator	FBPA coupling cs	BCR signal inh	uPA generation	Giardia kill	GALK inhibitor	USP2a block
O=C(Nc1ccc(S(=O)(=O)NC2=NCCCCC2)cc1)c1ccc(C(F)(F)F)cc1	-11	-7%	0.1%	-10	-1%	-2	?	-9%	-3	1%	9%
Cc1sc2nc(CSCC(=O)Nc3c(Cl)cccc3Cl)[nH]c(=O)c2c1C	-2	-2%	-0.8%	-2	4%	0	-3%	4%	-20	1%	4%
O=C(NNC(=S)Nc1ccccc1)c1cccnc1	3	5%	0.4%	14	4%	3	?	-13%	-3	-4%	3%
O=C(N/N=C/c1cn(-c2ccccc2)nc1-c1cc2ccccc2o1)c1ccccc1Br	-2	-4%	3.2%	5	-1%	0	?	1%	-4	-1%	-2%
COc1ccc(-c2cc(=O)oc3cc(OCC(=O)c4cccc([N+](=O)[O-])c4)ccc23)cc1	.	3%	0.5%	.	3%	1	2%	.	.	1%	5%
CCCC(C)NC(=O)C1c2ccccc2Oc2ccccc21 (stereo not given)	-2	9%	-1.4%	-2	1%	5	0%	?	2	.	2%
COc1ccc(-c2nnn(CC(=O)c3ccc4c(c3)OCCO4)n2)cc1OC	-3	-5%	-0.9%	2	4%	-1	-3%	-2%	3	0%	1%
O=S(=O)(NC(=NC1CCCC1)C(F)(F)F)c1ccccc1	3	12%	-0.7%	9	-1%	-3	-1%	-1%	0	1%	0%
CCOP(=O)(OCC)C(Nc1cccc(C(F)(F)F)c1)c1ccc(Br)cc1 (stereo not given)	.	-14%	-0.9%	.	0%	0	?	.	.	-2%	0%
CN(CC(=O)Nc1ccccc1Cl)C(=O)COC(=O)c1ccc(Cl)cc1[N+](=O)[O-]	11	1%	-0.7%	-2	-5%	.	-5%	?	6	-1%	0%
CCOc1ccc(NC(=O)CN2CCN(Cc3c(F)cccc3F)CC2)cc1	.	0%	-0.4%	?	.	1	-3%	7%	-20	2%	-2%
Cc1ccc(Cl)cc1N1CCN(c2cccc[n+]2C)CC1	-1	-2%	-0.2%	0	-3%	1	-5%	-8%	3	-3%	0%
C[C@]12c3[nH]c4ccccc4c3CCN1C(=O)C(CC(=O)NCc1cccc(C(F)(F)F)c1)C[C@@H]2C(=O)N1CCOCC1 (stereo not given in full)	3	-32%	4.5%	.	.	.	-4%	-15%	4	.	0%
COc1ccc(OC)c(C2C(C(N)=O)=C(C)Nc3nc(CCCO)nn32)c1 (stereo not given)	-12	5%	-0.2%	3	3%	-3	-1%	-1%	-13	-1%	1%
O=C(CN1CCC(n2nnc3cc(F)ccc32)CC1)N1CCc2ccccc2C1	2	-3%	9.7%	-6	-6%	0	-2%	19%	8	-1%	-1%
Cn1c(COc2cccc3ccccc23)nnc1SCC(=O)OC1CCCCC1	4	1%	-1.1%	-4	0%	-1	-13%	12%	15	-3%	2%
O=C(CCN1CCN(c2ccccc2)CC1)NNC(=O)Cc1c(F)cccc1Cl	18	22%	-0.4%	-2	.	.	4%	6%	13	.	1%
Cc1ccc(C)c(NC(=O)CSc2ccc(-c3cccs3)nn2)c1	3	-7%	0.0%	1	1%	1	-8%	-4%	-17	0%	2%
Cc1ccc(CSc2ncnc3c2cnn3-c2ccccc2)cc1	-2	-2%	-0.6%	1	4%	-2	14%	-1%	1	-1%	3%
CC1C(=O)N2CCCc3cc(NC(=O)C(=O)NCCc4c[nH]c5ccccc45)cc1c32 (stereo not given)	-1	-14%	0.7%	7	.	.	-22%	1%	9	.	-12%
Cc1ccc(NC(=O)Cn2nnc(C(=O)NCc3cccs3)c2N)cc1Cl	-1	-9%	-0.8%	29	.	3	-7%	-1%	0	0%	4%
COc1ccccc1NC(=O)CSc1nnc(Cn2cnc3ccccc32)n1C	-7	5%	-0.2%	-12	10%	4	?	-1%	3	-1%	1%
CC(=O)CCn1cc([N+](=O)[O-])nc1C	-11	8%	-0.7%	-3	1%	2	3%	1%	?	-2%	0%
O=C(Nc1cccc(Br)c1)c1ccc(CN2CCc3ccccc3C2)cc1	-2	-3%	0.4%	-26	5%	0	?	14%	5	2%	-3%
Cc1nn2cnnc2c(C)c1Cc1c(F)cccc1Cl	-3	9%	0.5%	1	.	0	?	-8%	17	-4%	3%
CC1Cc2nc(SCC(=O)Nc3nc4ccccc4s3)n(C)c(=O)c2S1 (stereo not given)	-7	1%	?	-28	0%	3	?	1%	15	0%	0%
O=C(NCc1ccncc1)C(=O)C1C(=O)Nc2ccccc21 (stereo not given)	7	11%	-0.1%	-9	-4%	2	0%	4%	2	2%	-1%
CCN1CCC(NCCc2ccc(F)cc2)CC1	13	8%	-0.6%	6	0%	-1	-8%	21%	-5	-2%	1%
CN(C)c1ccc(/C=C(\NC(=O)c2ccccc2)C(=O)NCc2ccncc2)cc1	12	-17%	-0.2%	-6	0%	3	1%	2%	5	1%	2%
CCOc1cc(C)c(S(=O)(=O)N2CCCC2)cc1C	-7	0%	-0.4%	5	-6%	0	-2%	4%	-14	0%	2%
O=C1OCc2cccc3cccc1c23	-21	2%	0.0%	6	1%	.	-7%	.	3	-2%	2%
O=C(Nc1cccc([N+](=O)[O-])c1)NC1CCS(=O)(=O)C1 (stereo not given)	-7	19%	-0.2%	-7	1%	3	6%	9%	1	4%	3%
O=C(CCN1C(=O)/C(=C/c2ccc3c(c2)OCO3)SC1=S)Nc1cccc(C(=O)O)c1	-4	2%	-0.5%	15	6%	10	?	-1%	-8	2%	0%
O=C(N/N=C/c1ccc(O)cc1O)/C(=C/c1ccccc1)CCO	-2	-6%	-0.9%	-6	5%	3	?	-11%	-11	0%	3%
O=C(COc1cc(F)ccc1[N+](=O)[O-])NCCCc1ccccc1	-11	-11%	0.0%	15	-4%	4	-13%	-2%	?	-2%	-6%
CC(NC1CCCC1)c1ccccc1 (stereo not given)	-5	0%	-0.2%	-13	-5%	0	-21%	.	6	5%	-7%
CCC12CN3CC(CC)(CN(C1)C3c1c(O)ccc3ccccc13)C2=O (stereo not given)	31	8%	0.1%	-1	12%	-36*	-22%	4%	2	-1%	1%
COc1ccc(/C=C/C(=O)NC(=S)NNC(=O)c2cccnc2)cc1	1	-2%	-0.3%	-18	0%	1	-4%	-5%	0	0%	-1%
Cc1nc(NC(=O)C23CC4CC(CC(C4)C2)C3)sc1Cc1ccc2c(c1)OCO2	36	-1%	0.3%	-2	0%	1	16%	-5%	-8	4%	2%
Oc1cccc(Oc2ncc(C(F)(F)F)cc2Cl)c1	i	-13%	0.3%	-29	0%	-3	?	8%	-3	-2%	3%
Cc1ccccc1-c1nc(C#N)c(N2CCCCC2)o1	9	9%	0.4%	9	.	1	?	-7%	-4	-5%	1%
COc1ccccc1C(=O)NNC(=O)c1ccncc1	4	-4%	-0.1%	-4	-2%	2	-7%	10%	-6	-1%	-6%
CC1CN(C(=O)CCCN2C(=O)c3ccccc3C2=O)CC(C)O1 (stereo not given)	-10	-2%	0.3%	-9	0%	2	?	3%	5	-1%	-1%
Cc1cc(C)cc(-n2c(C)c3c(C)nnc(C)c3c2C)c1	3	1%	-1.8%	-7	11%	-1	0%	-9%	-10	.	3%
CCc1nc(Nc2ccc(F)cc2)c2oc3ccccc3c2n1	13	-1%	-0.2%	4	.	-3	?	-17%	10	-3%	3%
Cc1ccc(S(=O)(=O)N2CCCOC2CNC(=O)C(=O)NC2CCCC2)cc1 (stereo not given)	-11	-3%	-0.8%	-29	-1%	.	4%	3%	12	1%	3%
COCCN1Cc2cccc(C(=O)Nc3c(C)cccc3C)c2C1=O	-9	1%	0.0%	-5	0%	0	12%	2%	-3	-1%	3%
